AMA1-RON2 inh – inhibitors of Plasmodium falciparum AMA1-RON2 interaction; AlphaScreen AMA1-biotinylated RON2 peptide binding; Potency, µM (titrated, usually from 58.2 µM), without a hit: top-dose activity change, negative = inhibition, actives largely listed as inhibitors; actives 0.2% (n = 360,000);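 note: potency is the fitted concentration of half-maximal effect; 0% = vehicle wells and -100% = peptide control; nearly all actives have a fitted effect of over 45% in size; some results filed as inactive show a strong effect at the top dose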
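AMA1 (3D7) with his tag at 25 nM final met compounds first, then biotinylated RON2 peptide at 25 nM; detection used donor plus acceptor beads, 10 µg/mL apiece, read by AlphaScreen after 30 min at room temperature.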
FBPA Giardia inh – blocks Giardia fructose-bisphosphate aldolase activity; actives 0.71% (n = 290,000); Potency, µM (doses to about 59.6 µM), for the others: top-dose activity, negative = inhibition, hits mostly inhibitors; purified Giardia FBPA; note: potency is the fitted concentration of half-maximal effect; nearly all actives have a fitted effect of over 55% in size
Target sequence (A8B2U2 whole entry, looked up): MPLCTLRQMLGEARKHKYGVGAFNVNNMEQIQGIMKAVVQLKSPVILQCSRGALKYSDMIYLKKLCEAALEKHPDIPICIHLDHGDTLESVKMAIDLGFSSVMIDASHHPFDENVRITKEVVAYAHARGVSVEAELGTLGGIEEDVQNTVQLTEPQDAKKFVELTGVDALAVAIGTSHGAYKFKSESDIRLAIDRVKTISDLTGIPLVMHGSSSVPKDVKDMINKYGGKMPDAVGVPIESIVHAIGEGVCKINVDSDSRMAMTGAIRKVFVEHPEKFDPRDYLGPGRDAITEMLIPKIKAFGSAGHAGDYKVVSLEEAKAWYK
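40 nM FBPA preincubated 10 min at RT with compound (up to 57.5 uM final), then substrate plus GAPDH/TPI/NAD/arsenate coupling and diaphorase/resazurin added. Fluorescence read after 20 min at RT, 525/598 nm.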
AmpC detergent – blocks E. coli AmpC beta-lactamase in detergent assay | P00811 | AmpC hydrolysis of nitrocefin, absorbance 480 nm, 0.01% Triton | Potency, µM (series often up to 114 µM), inactives show top-dose activity change, negative = inhibition, hits mostly inhibitors | actives 0.041% (n = 370,000);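 note: potency is the fitted concentration of half-maximal effect; 0% = no-compound wells and -100% = no-enzyme wells; nearly all actives have a fitted effect of over 25% in size; some results filed as inactive show a strong effect at the top dose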
Target sequence (P00811 whole entry, looked up): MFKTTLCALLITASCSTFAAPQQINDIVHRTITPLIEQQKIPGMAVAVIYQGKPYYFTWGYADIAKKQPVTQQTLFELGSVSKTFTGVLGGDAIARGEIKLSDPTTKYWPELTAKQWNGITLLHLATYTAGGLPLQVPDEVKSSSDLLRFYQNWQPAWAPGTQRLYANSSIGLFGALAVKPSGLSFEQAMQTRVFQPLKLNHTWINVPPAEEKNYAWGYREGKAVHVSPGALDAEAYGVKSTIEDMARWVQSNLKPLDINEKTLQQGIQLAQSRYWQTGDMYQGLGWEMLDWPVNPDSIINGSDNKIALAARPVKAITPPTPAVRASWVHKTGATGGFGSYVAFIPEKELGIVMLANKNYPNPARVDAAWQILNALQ
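AmpC (5.3 nM in the dispensed reagent) in 20 mM phosphate pH 7.0 with 0.01% (detergent screen) or 0.0001% Triton X-100 was preincubated with compounds for 15 min at room temperature. Nitrocefin was then added from an 800 uM solution, and hydrolysis was followed at 480 nm.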
HCMV antiviral – blocks human cytomegalovirus replication. activity change, negative = inhibition, % at 57.5 µM. AID 1259415. actives 4.5% (n = 410,000). HFF cells, HCMV-luciferase reporter, 72 h; stronger effect = lower value; in the data active = activity change below about -60%; inconclusive = no clear call, values can overlap the other calls; inactive = above about -39%
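Luciferase read-out from HCMV-luciferase-infected HFFs (MOI 1 PFU/cell) 72 h post infection at 37C; compounds added after 16 h cell attachment; activity normalized between buffer-only basal and Salinomycin (10uM) inhibitor controls.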
HCV inhibitor – HCV inhibition | Huh7.5.1 HCVcc-Cre infection, luciferase reporter, 44 h | Potency, µM (doses to about 41.8 µM), without a hit: at the highest dose activity change, negative = inhibition, actives largely listed as inhibitors | actives 3.4% (n = 340,000) | AID 651820; note: potency is the fitted concentration of half-maximal effect
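Infectious HCV cell culture screen: compound-treated cells (1,000/well, pre-plated 4 h) are infected with HCVcc-Cre at roughly 0.5 moi and grown 44 h. Infection is quantified by luciferase signal after 15 min substrate incubation at room temperature.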
Sm TGR block – blocks Schistosoma mansoni thioredoxin glutathione reductase | purified TGR, DTNB reduction, TNB absorbance 405 nm | actives 3% (n = 360,000) | Potency, µM (titrated, usually from 114 µM), for inactives: top-dose activity change, negative = inhibition, usual class: inhibitors; note: potency is the fitted concentration of half-maximal effect; nearly all actives have a fitted effect of over 60% in size
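Kinetic colorimetric format: TGR-catalysed, NADPH-driven DTNB reduction monitored via TNB absorbance. Enzyme dispensed at 20 nM; compound exposure 15 min at room temperature before reaction start.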
Numbers without * were called inactive; ? = inconclusive; nt = no result given; & = joins results of further samples; [ ] = dose if it differs, or a comment. Unless noted, calls come from the whole dose curve; as a rule, active = well fitted curve in the direction sought with a large enough effect; inconclusive = small, poorly fitted or top-dose-only effect, or another doubt; inactive = no such curve, though single readings can be large; an effect the other way counts as inactive or inconclusive. Unless noted, % is set by controls: 0 for no effect and ±100 for the full control effect.

Second line of a record: AMA1-RON2 inh	FBPA Giardia inh	AmpC detergent	HCMV antiviral	HCV inhibitor	Sm TGR block
CCn1c(/C(C#N)=N/O)nc2ccccc21
  4%[11.6 µM]	-6%	-15%	-6	12%	-1%
Cc1cc(C)c(C)c(S(=O)(=O)Nc2ccc3cn[nH]c3c2)c1C
  -8%	nt	2%	-84*	13µM*	?
Cc1csc(N2CCCC2=O)n1
  1%	-5%	0%	31	-5%	6%
COc1ccc(C2=NO[C@@H]3C(=O)N(c4c(C)cccc4C)C(=O)[C@H]23)cc1OC
  12%	-5%	?	-2	10%	?
Cc1c(C(=O)Nc2c(F)cc(F)cc2Br)sc2ncn(CC(=O)N3CCCC3)c(=O)c12
  13%	-7%	?	-25	-10%	-14%
CC(=O)Nc1ccc(NS(=O)(=O)c2ccc(C)cc2)cc1[N+](=O)[O-]
  -1%	6%	8%	?	15%	?
CC(SCC(=O)NC(C)C1CC2CCC1C2)C(=O)O (configuration not stated)
  20%	9%	?	-39	2%	-4%
C/C=C(\C)C(=O)N1CC2(CC(c3cccc(NC(=O)CC(c4ccccc4)c4ccccc4)c3)=NO2)C[C@H]1C(N)=O (some centres not stated)
  nt	-22%	4%	nt	nt	0%
Cc1cc(N/N=C/c2ccccc2)nc(N2CCOCC2)n1
  -2%	-3%	2%	19	?	-8%
Cc1cc(C)cc(N(C(=O)c2ccccn2)C(C(=O)NC2CCCCC2)c2cccs2)c1 (configuration not stated)
  -2%	-1%	-7%	?	-3%	-21%
CC/C(=N\NC(=O)Nc1ccccc1)c1c(O)n(Cc2ccccc2)c(=O)[nH]c1=O
  53%[activator]	1%	-1%	110	17%	-27%
COc1cccc(CN2CCC(C(=O)N3CCN(Cc4ccc5c(c4)OCO5)CC3)CC2)c1
  -3%	nt	6%	4	nt	0%
COc1ccccc1N(C1=NCCCS1)S(=O)(=O)c1ccc(C(C)(C)C)cc1
  -16%	-5%	1%	12	?	1%
Cc1cc(Nc2ccccc2O)c2ccccc2n1
  -2%	0%	-5%	?	?	0%
Cc1ccc(NC(=O)c2cc3c(Cl)nc4ccc(C)cc4c3s2)c(Cl)c1
  nt	nt	-10%	-8	nt	-3%
CCCCC(NC(=O)CCc1c(C)c2cc3c4c(oc3c(C)c2oc1=O)CCCC4)C(=O)O (configuration not stated)
  11%	-2%	-2%	?	2%	0%
COCc1cc(N2CCOCC2)nc(-c2ccccc2)n1
  2%	4%	-8%	10	?	6%
Cc1ccc(N2C(=O)C3C4C=CC(CC4)C3C2=O)cc1Br (configuration not stated)
  -10%	2%	-4%	91	10%	-4%
CCOC(=O)c1c(C)[nH]c(C)c1C(=O)COC(=O)CCOc1ccccc1OC
  -5%	0%	-13%	56	16%	?
COc1cc(/C=C/C(=O)OCC(=O)N(C)CC(=O)Nc2ccc(F)cc2)ccc1OC(F)F
  3%	nt	-2%	-4	-20%	-11%

(further entries)
Second line of a record: AMA1-RON2 inh	FBPA Giardia inh	AmpC detergent	HCMV antiviral	HCV inhibitor	Sm TGR block
CCc1ccc(-n2c(=O)c3c4c(sc3n(CC(=O)c3ccc(Br)cc3)c2=O)CCC4)cc1
  nt	nt	4%	-11	nt	-13%
Cc1cccc(C)c1Nc1nnc(SCC(=O)c2ccc3c(c2)NC(=O)CO3)s1
  11%	0%	-4%	-13	-5%	-3%
COc1cc(CN2CCCC(CO)(Cc3cccc(Cl)c3)C2)cc(OC)c1O (configuration not stated)
  -13%	-27%	-8%	70	-12%	28µM*
O=C(CSc1nnc2ccccn12)Nc1ccccc1Cl
  -2%	nt	nt	1	3%	nt
CC(C)(C)N1C(=O)c2ccccc2NC(=O)N1Cc1ccc(Br)cc1
  -1%	-3%	2%	-65*	-1%	-3%
Cc1ccc(C)c(OCc2nnc(NC(=O)c3ccco3)s2)c1
  6%	-1%	-7%	1	2%	-10%
COc1ccc(CNC(=O)CSc2nnc(NC(=O)c3ccccc3F)s2)cc1
  -1%	0%	5%	56	-12%	4%
COc1ccc(CN(Cc2cc3cc(C)ccc3[nH]c2=O)C(=O)N(C)C)cc1
  -1%	2%	-21%	8	-16%	-1%
C=CCn1cc(C(=O)c2cc(Br)ccc2O)cc(C#N)c1=O
  9%	-3%	1%	?	-5%	-34%
COc1ccc(-n2nc3c(c2NC(=O)c2ccc4c(c2)OCO4)CS(=O)(=O)C3)cc1
  18%	-29%	4%	0	10%	?
CCc1nnc(NS(=O)(=O)c2ccc(NC(=O)OC)cc2)s1
  10%	0%	?	10	12%	-2%
O=C(O)CCC(=O)N1CCC(C(=O)c2cccc(Cl)c2)CC1
  0%	8%	-12%	1	?	-20%
CCOc1cc(N2CCOCC2)c(OCC)cc1NC(=O)c1ccc(S(=O)(=O)N2CC(C)OC(C)C2)cc1 (configuration not stated)
  -2%	nt	nt	-12	-12%	nt
COc1ccc(-c2noc(CSc3nnc(-c4ccncc4)n3-c3ccc(OC)cc3)n2)cc1
  nt	nt	-3%	-32	nt	-2%
CC1CN(Cc2cc(=O)[nH]c(C(C)C)n2)CC(C)O1 (configuration not stated)
  11%	0%	0%	-5	5%	-1%
O=S(=O)(NCCNS(=O)(=O)c1ccccc1)c1ccccc1
  5%	0%	-1%	4	9%	3%
CCc1ccc(CN(C)C(=O)c2ccc3c(c2)OCCO3)cc1
  7%	15%	-1%	26	-11%	10%
CC1(C)C(=O)OC(C(=O)c2ccccc2)C2(CCCCC2)C1=O (configuration not stated)
  -8%	-2%	9%	-23	7%	1%
O=C(c1ccc2c(c1)OCO2)N1CCN(c2ccccc2F)CC1
  ?	7%	-11%	27	9%	-19%
N#CC(=C1CCCC1)c1nc(-c2cc3ccccc3oc2=O)cs1
  15%	6%	-9%	16	-9%	-4%

New compounds follow.
Second line of a record: AMA1-RON2 inh	FBPA Giardia inh	AmpC detergent	HCMV antiviral	HCV inhibitor	Sm TGR block
O=C(CSc1nn(-c2ccc(F)cc2)c(=S)s1)NC1CCS(=O)(=O)C1 (configuration not stated)
  -6%	0%	0%	-34	6%	nt
CCCCn1c(SCC(=O)NCCCOC)nc2c(sc3ccccc32)c1=O
  nt	nt	4%	-15	nt	-2%
CCn1c(SCc2c(F)cccc2Cl)nnc1-c1ccco1
  -2%	-21%	-14%	-26	-27%	?
COc1ccc(CCNC(=O)c2cn(C)c3ccc(S(=O)(=O)N4CCOCC4)cc3c2=O)cc1OC
  0%	nt	10%&-2%	19&2	-5%	1%&4%
C=C(C)CSc1nc2sc3c(c2c(=O)n1-c1ccccc1)CCC(C)C3 (configuration not stated)
  nt	nt	13%	24	nt	48%[activator]
O=C(Nc1ncccc1O)C1CCN(S(=O)(=O)c2ccc3ccccc3c2)CC1
  57%[activator]	nt	-2%	-26	11%	?
COc1ccc(S(=O)(=O)NC(C)C(=O)N2CCCC2)cc1Cl (configuration not stated)
  15%	3%	-3%	11	9%	-9%
CCOc1ccc2c(c1)OC(c1ccccc1)(C(F)(F)F)NC2=O (configuration not stated)
  41%[activator]	4%	?	27	3%	-4%
CCOC(=O)c1ccc(Oc2nc(SC)nc(N(C)C)n2)cc1
  6%	1%	?	-8	?	3%
Cc1ccc(CC(CC(=O)O)C(=O)NC2CCCCC2)cc1 (configuration not stated)
  8%	3%	-13%	-22	6%	0%
COc1cc(Cl)cc(C(=O)O)c1OCC(=O)O
  -7%	4%	2%	-12	10%	0%
Cc1cc(C(=O)NCc2ccccc2)no1
  -2%	0%	-1%	77	7%	8%
O=C(NCC(c1ccco1)N1CCCCC1)c1cccc(S(=O)(=O)Nc2ccc(F)cc2)c1 (configuration not stated)
  13%	nt	-14%	-11	?	-13%
Cc1ccsc1CN1CCN(c2ccccn2)CC1
  ?	?	-7%	14	4%	-25%
COc1cc(CN2CCC(CO)(CCOc3ccccc3)CC2)cc(OC)c1
  9%	5%	5%	?	-22%	5%
CCC(C)NC(=O)CSC1=Nc2ccccc2C2=NC(CCC(=O)NCc3ccco3)C(=O)N12 (configuration not stated)
  0%	6%	?	-3	5%	8%
CCOc1cc(/C=C(/C#N)C(=O)Nc2ccc(O)cc2)cc(Br)c1O
  8%	-9%	-8%	-61*	-24%	?
Cc1nnsc1C(=O)N1CCN(c2ccc(F)cc2)CC1
  -2%	0%	-2%	0	6%	0%
O=C(NC(NCCCN1CCOCC1)(C(F)(F)F)C(F)(F)F)C1CCCCC1
  4%	-1%	-3%	-17	-6%	-3%
CC(=O)Nc1ccc(S(=O)(=O)Nc2ccccc2C(=O)N2CCOCC2)cc1
  -7%	7%	-2%	43	10%	-2%

Continuation:
Second line of a record: AMA1-RON2 inh	FBPA Giardia inh	AmpC detergent	HCMV antiviral	HCV inhibitor	Sm TGR block
COc1cccc(CN(C(=O)c2ccco2)C(C(=O)NC2CCCC2)c2cccnc2)c1 (configuration not stated)
  3%	2%	?	3	9%	0%
CC(=O)N1c2ccccc2CC1C(=O)N1CCN(c2ccc(F)cc2)CC1 (configuration not stated)
  nt	nt	20%	16	nt	2%
Cc1cc(C(=O)NNC(=O)c2ccc(C)c([N+](=O)[O-])c2)c(C)o1
  43%[activator]	nt	?	-19	-22%	-1%
CCOc1ccccc1NC(=O)CSc1ncc2c(n1)-c1ccccc1N(CC)S2(=O)=O
  nt	nt	5%	-20	nt	4%
O=C(N/N=C/c1ccc([N+](=O)[O-])o1)C1CCCC1
  2%	nt	-7%	-28	?	?
COc1ccc(/C=C/C(=O)NCC(=O)N/N=C/c2cc(Br)ccc2OCc2ccccc2)cc1
  1%	0%	0%	73	?	1%
COc1ccc(C(=O)Nc2ccccc2-c2nnn(CC(=O)NCc3ccco3)n2)cc1
  22%	-3%	?	-32	4%	-5%
COc1ccc(S(=O)(=O)N(C)CC(=O)N2CCN(C)CC2)cc1Cl
  -3%	-4%	?	-100*	8%	-25%
O=C(NCc1ccc2c(c1)OCO2)C(=O)NCC1OCCN1S(=O)(=O)c1ccc(F)cc1 (configuration not stated)
  13%	nt	-14%	-38	24%	-1%
COc1cccc(Nc2nc3ccccc3c3nncn23)c1
  nt	nt	4%	15	nt	1%
Cc1ccc(-n2ncc3c(NCCCN4CCOCC4)ncnc32)cc1Cl
  nt	nt	4%	?	nt	0%
COc1cccc(NC(=O)c2cc3ccccc3o/c2=N\O)c1
  -2%	7%	-18%	-38	-22%	14%
CCCCCc1ccc(C2=NNC(=O)CC2)cc1
  -2%	6%	-14%	-12	15%	-9%
Cc1ccc(-c2nnc(SCC(=O)NCc3ccccc3)nc2-c2ccc(C)cc2)cc1
  nt	nt	-1%	-17	nt	1%

A draw from above in order of length of the SMILES, rising:
Second line of a record: AMA1-RON2 inh	FBPA Giardia inh	AmpC detergent	HCMV antiviral	HCV inhibitor	Sm TGR block
Cc1cc(C(=O)NNC(=O)c2ccc(C)c([N+](=O)[O-])c2)c(C)o1
  43%[activator]	nt	?	-19	-22%	-1%
Cc1ccc(-c2nnc(SCC(=O)NCc3ccccc3)nc2-c2ccc(C)cc2)cc1
  nt	nt	-1%	-17	nt	1%
COc1cccc(CN(C(=O)c2ccco2)C(C(=O)NC2CCCC2)c2cccnc2)c1 (configuration not stated)
  3%	2%	?	3	9%	0%

High-throughput results as filed in PubChem.
